Source: PubChem BioAssay (National Center for Advancing Translational Sciences (NCATS))
GLS inh = glutaminase GLS (human) inhibition. GLS enzymatic activity, qHTS titration. 410,000 tested, 0.21% active. Potency, µM (titrated, usually from 45.5 µM), inactives show at the highest dose activity change, negative = inhibition, usual class: inhibitors. O94925; note: % is set by controls: 0 for no effect and ±100 for the full control effect
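Human kidney-isoform GLS in 45 mM KH2PO4 pH 8.2, 0.02% Tween-20, with compound, started with 1mM L-Glutamine (added stock). Glutamate oxidase/HRP/Amplex red coupled fluorescence read at start and after 30 min at RT.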
POLI inh = blocks human DNA polymerase iota activity; Q9UNA4; Pol iota fluorescent replication assay, 10 min; Potency, µM (titrated, usually from 115 µM), without a hit: top-dose activity, negative = inhibition, usual class: inhibitors; 390,000 tested, 1% active
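Fluorescent replication assay read twice, at 0 min and 10 min after adding 50 nM (final) substrate. Enzyme (10 nM) and compounds were first incubated 15 min at room temperature; enzyme-free buffer wells were negative controls.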
BLM helicase inh = inhibitors of human Bloom syndrome helicase BLM | P54132 | recombinant BLM DNA unwinding, fluorescence dequenching | Potency, µM (highest dose often 56.1 µM), for the others: at the top dose activity change, negative = inhibition, hits mostly inhibitors | 350,000 tested, 0.2% active | AID 2528;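 note: plate controls were vehicle for no effect and no enzyme for full effect; nearly all actives have a fitted effect of over 35% in size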
BAZ2B inh = blocks human BAZ2B | Q9UIF8 | 360,000 tested, 4.4% active | Potency, µM (series often up to 114 µM), for the others: at the top dose activity change, negative = inhibition, hits mostly inhibitors | AID 504333 | AlphaScreen BAZ2B-H3K14Ac peptide displacement; note: % is set by controls: 0 for no effect and ±100 for the full control effect; nearly all actives have a fitted effect of over 60% in size
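BAZ2B (50 nM) with biotin-H3(5-23)K14Ac peptide (50 nM) in PBS pH 7.4, 0.01% Tween-20, preformed 30 min, then compound 30 min at room temperature; top concentration 110uM. AlphaScreen streptavidin donor/nickel chelate acceptor beads (10 ug/mL final), 20 min dark, signal read.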
PGK inhibitor = blocks T. brucei phosphoglycerate kinase. 380,000 tested, 0.043% active. AID 602233. Potency, µM (top dose mostly 57.5 µM), for the others: at the top dose activity change, negative = inhibition, most hits filed as inhibitors. P07378. PGK/GAPDH coupled, Kinase-Glo luminescence, 60 min; note: % is set by controls: 0 for no effect and ±100 for the full control effect; nearly all actives have a fitted effect of over 60% in size
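Recombinant glycosomal PGK reaction used 1,3-bisphosphoglycerate generated in-well by GAPDH (100nM final) in 100mM TEA pH 7.6, 5mM MgCl2, 0.01% Tween-20. After 60 minutes at room temperature, ATP was read by Kinase-Glo Plus luminescence end-point.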
HP1b chromo inh = blocks HP1-beta chromodomain binding to methylated histone tails; AlphaScreen HP1-beta / biotin-H3K9me3 peptide binding; Potency, µM (doses to about 114 µM), inactives show top-dose activity change, negative = inhibition, actives largely listed as inhibitors; 390,000 tested, 0.56% active; P83916; note: nearly all actives have a fitted effect of over 70% in size; inactives centre near 23
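HP1-beta protein (50 nM final) preincubated 30 min at room temperature with biotinylated H3(1-18)K9me3 peptide (50 nM) in PBS pH 7.4, 0.01% Tween-20, then compound added for 30 min. AlphaScreen streptavidin donor/nickel chelate acceptor beads (10 ug/mL final), 30 min dark, luminescence read.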
G9a inh = inhibitors of human histone lysine methyltransferase G9a. 350,000 tested, 8.8% active. Q96KQ7. Potency, µM (doses to about 102 µM), for inactives: at the top dose activity, negative = inhibition, hits mostly inhibitors. G9a H3K9 monomethylation, AlphaScreen, 2 h; note: % is set by controls: 0 for no effect and ±100 for the full control effect; nearly all actives have a fitted effect of over 75% in size
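Enzyme 20 nM + cpd, 15 min RT; add b-H3K9 pep 500 nM / SAM 20 uM; 2 h RT; anti-H3K9me1 Ab 0.5 ug/mL + SA donor / anti-rabbit acceptor beads 20 ug/mL each, 10 min; AlphaScreen read.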
Pin1 inhibitor = human Pin1 inhibition | Q13526 | Pin1 FP peptide displacement, HiFluor488, 10 min | Potency, µM (titrated, usually from 115 µM), for the others: at the top dose activity, negative = inhibition, actives largely listed as inhibitors | 390,000 tested, 0.009% active; active = well fitted inhibition curve with a large enough effect in the polarisation, with a control signal flat, not every such curve was filed as active; inconclusive = small, poorly fitted or top-dose-only effect, or effect the other way, or a change in a side signal; inactive = no such curve, though single readings can be large or run the other way; the % refers to the polarisation; note: % is set by controls: 0 for no effect and ±100 for the full control effect
JMJD2A Tudor inh = JMJD2A Tudor domain (human) inhibition; Potency, µM (series often up to 114 µM), without a hit: at the top dose activity change, negative = inhibition, actives largely listed as inhibitors; O75164; 390,000 tested, 4.4% active; AID 504339; AlphaScreen JMJD2A-Tudor / H3K4me3 peptide binding; note: % is set by controls: 0 for no effect and ±100 for the full control effect; nearly all actives have a fitted effect of over 50% in size
Target sequence (O75164 whole entry, looked up, the tested form may be a part): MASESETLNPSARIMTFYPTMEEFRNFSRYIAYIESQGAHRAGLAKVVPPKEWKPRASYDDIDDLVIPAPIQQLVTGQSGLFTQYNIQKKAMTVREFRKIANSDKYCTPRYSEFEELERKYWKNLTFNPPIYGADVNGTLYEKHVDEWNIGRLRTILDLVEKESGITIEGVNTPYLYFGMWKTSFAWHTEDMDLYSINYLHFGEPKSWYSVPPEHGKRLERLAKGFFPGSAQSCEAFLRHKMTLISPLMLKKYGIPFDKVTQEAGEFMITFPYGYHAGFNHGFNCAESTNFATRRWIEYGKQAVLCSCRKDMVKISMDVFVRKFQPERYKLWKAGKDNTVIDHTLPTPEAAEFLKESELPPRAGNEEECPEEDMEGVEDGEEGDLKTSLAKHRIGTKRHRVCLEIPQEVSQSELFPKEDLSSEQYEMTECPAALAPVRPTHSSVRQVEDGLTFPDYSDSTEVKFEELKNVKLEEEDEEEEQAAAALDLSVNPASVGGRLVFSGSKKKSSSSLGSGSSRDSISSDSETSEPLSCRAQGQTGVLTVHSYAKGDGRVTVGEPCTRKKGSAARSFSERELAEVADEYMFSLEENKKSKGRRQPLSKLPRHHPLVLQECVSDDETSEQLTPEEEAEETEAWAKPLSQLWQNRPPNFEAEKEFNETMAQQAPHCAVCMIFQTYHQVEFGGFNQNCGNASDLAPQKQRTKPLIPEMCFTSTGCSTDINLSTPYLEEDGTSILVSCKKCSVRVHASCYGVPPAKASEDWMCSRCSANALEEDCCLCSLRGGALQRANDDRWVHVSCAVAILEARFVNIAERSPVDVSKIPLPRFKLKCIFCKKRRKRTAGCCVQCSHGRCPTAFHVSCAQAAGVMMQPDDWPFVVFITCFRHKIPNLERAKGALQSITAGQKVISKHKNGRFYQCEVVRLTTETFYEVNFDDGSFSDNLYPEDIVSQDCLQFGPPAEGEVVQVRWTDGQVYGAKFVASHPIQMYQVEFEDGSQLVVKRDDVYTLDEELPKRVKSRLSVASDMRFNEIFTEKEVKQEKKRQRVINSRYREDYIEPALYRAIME
Active calls of the source: *; i = inactive; ? = inconclusive; / = not tested or not shown; & = joins results of further samples; [ ] = another dose, or the depositor's remark. Unless noted, calls come from the whole dose curve; as a rule, active = well fitted curve in the direction sought with a large enough effect; inconclusive = small, poorly fitted or top-dose-only effect, or another doubt; inactive = no such curve, though single readings can be large; an effect the other way counts as inactive or inconclusive. Potency is the fitted concentration of half-maximal effect. A portion of the library. The share of hits here may be higher or lower than overall.

SMILES	GLS inh	POLI inh	BLM helicase inh	BAZ2B inh	PGK inhibitor	HP1b chromo inh	G9a inh	Pin1 inhibitor	JMJD2A Tudor inh
CSc1cccc(CNC(=O)C2CCC(=O)N(CCCN3CCCC3=O)C2)c1 (stereo not given)	0.0%	20.6%	-1.6%	-2.6%	-9.9%	32.2%	0.9%	-12.5%	-10.4%
CN(c1ccccc1)S(=O)(=O)c1cc(C(=O)OCC(=O)c2c(N)n(C)c(=O)n(C)c2=O)ccc1Cl	-0.4%	49.0%[activator]	/	/	-5.3%	25.6%	/	?	-12.8%
O=[N+]([O-])c1ccc(CSc2nnc(Cc3ccccc3)n2-c2ccc(F)cc2)cc1	-0.9%	7.4%	-5.6%	?	-6.4%	3.0%	-12.9%[59 µM]	3.7%	-34.5%
Brc1ccc2nc(-c3ccccc3)c(Nc3ccc4c(c3)OCO4)n2c1	-8.8%	-19.9%	-2.2%	2.5%	-5.9%	38.4%	-7.0%[59 µM]	-1.0%	3.4%
CCN(CC)c1ccc(C2C(C(=O)Nc3ccccn3)=C(C)NC3=C2C(=O)CC(C)(C)C3)cc1 (stereo not given)	15.7%	-6.3%	-5.5%	-13.5%	i	14.8%	?	1.1%	-3.1%[57.1 µM]
CCOC(=O)CSc1nc(-c2ccccc2)ns1	?	37.7%[activator]	-3.1%	193.4%[activator]	-1.0%	85.9%[activator]	8.91µM*	-1.3%	98.2%[activator]
O=[N+]([O-])c1cccc(-c2ccn[nH]2)c1	0.4%	2.4%	-8.2%	0.3%	0.2%	27.3%	2.2%	0.4%	-11.5%
COc1ccc2c(Sc3ccc(C)cc3)c(C(=O)NC(C)c3ccccc3)[nH]c2c1 (stereo not given)	2.8%	-1.4%	-11.0%	-17.5%	-15.5%	20.5%	?	35.9%[activator]	-28.5%
CC(=O)Nc1sc(N/N=C/c2ccccc2)nc1-c1ccc(C)cc1	-26.4%	124.9%[activator]	-10.4%	?	-2.7%	?	15.8µM*	5.7%	?
Cc1nc(SC2CCOC2=O)c2c(C)c(C)sc2n1 (stereo not given)	-2.1%	-11.4%	-3.5%	-27.6%	-2.3%	48.7%[activator]	40.4%[0.501 µM]	-3.2%	-18.8%
COc1cccc(CN(C)C(=O)CSCC(=O)Nc2ccc(C)cc2)c1OC	0.8%	32.6%[activator]	/	-6.1%	3.3%	18.7%	6.4%[0.501 µM]	4.5%	-12.4%
COC(CNC(=O)C(C)n1nc(C)c2ccccc21)OC (stereo not given)	-8.9%	12.9%	-1.5%	2.0%	i	48.3%[activator]	-4.1%	4.2%	-4.5%
CCOC(=O)Cn1nc(C)n(-c2ccc(Cl)cc2)c1=O	6.1%	-22.2%	-3.7%	-17.7%	-4.8%	-11.3%	-5.0%	-4.8%	-9.3%
COc1ccc(CNC(=O)C2CCN(S(=O)(=O)c3ccc(F)cc3)CC2)cc1	-8.7%	34.3%[activator]	-0.7%	-3.2%	-6.9%	35.1%	10.2%[59 µM]	1.3%	5.2%
Cc1cc(C(=O)N/N=C/c2cccc([N+](=O)[O-])c2)c(C)n1-c1ccccc1	6.4%	-1.9%	-1.3%	-0.9%	1.5%	11.5%	17.2%[59 µM]	-5.9%	-2.8%
COc1ccc(C2CC(c3cccc(Br)c3)=NN2c2ccc(S(N)(=O)=O)cc2)cc1 (stereo not given)	1.0%	15.0%	/	/	i	95.0%[activator]	/	65.8%[activator]	24.5%
COc1ccc(S(=O)(=O)NCCS(=O)(=O)N2CCN(c3ccccc3F)CC2)cc1	-9.7%	-17.5%	-0.8%	0.2%	8.8%	6.4%[57 µM]	3.7%[59 µM]	-7.2%	-15.0%
Cc1cc(C)cc(NC(=O)Nc2c[nH]c(=O)[nH]c2=O)c1	10.3%	4.9%	-6.7%	-14.9%	-10.7%	57.7%[activator]	-6.7%[59 µM]	-3.6%	-17.2%
CCOC(=O)Cc1ccc(NC(=O)c2ccc([N+](=O)[O-])cc2)cc1	1.3%	9.0%	-3.0%	-14.3%	0.6%	46.2%[activator]	-1.1%	-3.2%	1.6%
Cc1ccc(Cl)cc1N1CCN(C(=O)c2ccc(C)c(-n3c(C)nc4cccnc43)c2)CC1	2.4%	18.3%	-6.9%	?	i	9.2%	-45.3%[59 µM]	?	-30.0%
CCC(CC)CN1C(N(C)C)=NC[C@@H]1CC(C)C	5.3%	?	/	-7.6%	8.2%	32.6%	-8.0%[2.33 µM]	-2.1%	-17.7%
Cc1nn(CC(=O)Nc2nccs2)c(C)c1[N+](=O)[O-]	15.2%	10.0%	1.4%	?	0.3%	30.1%	-1.1%	1.2%	0.0%
C(=N\n1cnnc1)/c1ccc(OC2CSC2)cc1	0.6%	-1.9%	-7.7%	3.8%	2.3%	38.8%	1.2%[59 µM]	1.6%	-19.2%
COC(=O)N/N=C/c1c[nH]c2ccccc12	55.6%[activator]	8.6%	1.4%	6.8%	11.5%	36.9%	10.0%[59 µM]	-1.6%	9.3%
Cc1ccc(N2C(=O)C3C4C=CC(CC4)C3C2=O)cc1Cl (stereo not given)	-13.5%	23.3%	-7.6%	-7.0%	-10.0%	37.1%[activator]	?	1.0%	-9.3%
c1ccc2c(CNCCN3CCOCC3)cccc2c1	-9.5%	-8.1%	-4.3%	-9.0%	i	46.8%[activator]	?	2.6%	-19.7%
CCC(C)NC(=O)c1c(C)oc2ncn(CC(C)C)c(=O)c12 (stereo not given)	5.3%	34.2%[activator]	1.8%	10.0%[57.1 µM]	-0.4%	27.8%	0.0%[59 µM]	8.7%	3.9%
CCC(=O)c1c[nH]c(C(=O)N2CCOCC2)c1	-1.8%	15.3%	0.4%	4.4%	-6.5%	16.5%	/	-4.7%	-26.2%
Cc1cc(C)cc(C(=O)NCC(=O)OC(C)C(=O)N(C)c2ccccc2)c1 (stereo not given)	-0.9%	22.0%	-3.3%	-12.4%	-9.4%	24.9%	-22.2%	-1.8%	-17.0%
CC1(C)OC(=O)C(=CNNc2c(Cl)cc(Cl)cc2Cl)C(=O)O1	-17.8%	-9.5%[58.9 µM]	-8.5%	0.1%	-3.4%	25.9%	/	8.2%	-10.8%
CC(=O)Nc1sc2c(c1C(c1ccccn1)N1CCN(C)CC1)CCCC2 (stereo not given)	-2.4%	48.6%[activator]	1.6%	-15.1%	i	16.7%	-36.9%	-3.2%	-24.1%
COc1nccnc1NS(=O)(=O)c1ccc(NC(=S)NC(=O)c2ccccc2)cc1	21.6%	9.9%	-11.2%	?	-7.6%	-15.6%	39.8µM*	9.1%	?
Cc1ccc(-c2cc(-c3ccc(F)cc3)c(C#N)c(N)n2)o1	-1.2%	0.9%	-4.1%	-26.5%	-7.7%	16.0%	8.91µM*	?	39.8µM*
COc1ccc(CC(=O)N(C)Cc2ccc(OC(F)F)cc2)cc1S(=O)(=O)N1CCOCC1	1.9%	9.8%	/	/	i	74.8%[activator]	/	3.2%	-3.4%
CCC1CC(=O)CCN1S(=O)(=O)c1ccc(C)cc1 (stereo not given)	1.5%	39.4%[activator]	/	/	-8.2%	24.3%	/	-2.4%	-4.8%
CCN(CC(=O)Nc1ccc(NC(C)=O)cc1)C(=O)CN1C(=O)C2CCCCC2C1=O (stereo not given)	0.6%	-5.3%	/	28.3%	6.3%	35.2%	21.1%[59 µM]	1.5%	-10.8%
COC(=O)c1ccccc1NC(=O)Cc1ccccc1OC	-2.9%	-2.4%	2.5%	10.2%	0.1%	49.3%[activator]	22.1%[59 µM]	-1.1%	6.3%
O=C(NCCc1ccccc1)c1ccc(CS(=O)(=O)c2ccc(Cl)cc2)o1	-9.7%&0.9%	-17.6%&-14.7%	-6.1%&-2.4%	-19.1%&4.3%	5.4%	18.1%[57 µM]	18.3%&-11.2%[59 µM]	3.9%&0.8%	-16.8%&-11.9%
Cc1cc2c(C)nc(N/N=C/c3ccc([N+](=O)[O-])cc3)nc2o1	7.2%	35.5µM*	-27.8%	-4.8%	0.4%	26.2%	24.4%[59 µM]	?	-22.9%
CCS(=O)(=O)N1CCN(C(=O)c2cccnc2)CC1	-1.1%	-0.1%	-0.3%	-2.7%	6.3%	37.0%	0.9%[12.7 µM]	7.3%	0.0%

Random excerpt: 2 entries already listed, in no set order.
SMILES	GLS inh	POLI inh	BLM helicase inh	BAZ2B inh	PGK inhibitor	HP1b chromo inh	G9a inh	Pin1 inhibitor	JMJD2A Tudor inh
COc1ccc(CC(=O)N(C)Cc2ccc(OC(F)F)cc2)cc1S(=O)(=O)N1CCOCC1	1.9%	9.8%	/	/	i	74.8%[activator]	/	3.2%	-3.4%
CCC1CC(=O)CCN1S(=O)(=O)c1ccc(C)cc1 (stereo not given)	1.5%	39.4%[activator]	/	/	-8.2%	24.3%	/	-2.4%	-4.8%

Next results
SMILES	GLS inh	POLI inh	BLM helicase inh	BAZ2B inh	PGK inhibitor	HP1b chromo inh	G9a inh	Pin1 inhibitor	JMJD2A Tudor inh
CC(=O)C1C(c2ccccc2OC(F)F)NC(=O)NC1(O)C(F)(F)F (stereo not given)	0.7%	118.9%[activator]	1.4%	0.6%	-1.2%	18.8%	23.3%[12.7 µM]	-1.3%	-13.2%
CC1CCN(S(=O)(=O)c2nnc(NC(=O)c3cccc(Cl)c3)s2)CC1	-2.8%&0.9%	2.7%&-28.6%	-1.2%&-2.0%	?	5.3%&10.9%	48.5%&15.4%[activator]	-30.6%[59 µM]	9.5%&2.1%	-3.5%&-11.5%
O=C(NC(=S)Nc1ccc(N2CCOCC2)c(Cl)c1)c1cncc(Br)c1	7.3%	4.0%	-3.8%	?	i	?	-10.0%[59 µM]	-1.5%	?
FCCCOc1ccc(/C=N/OCc2ccc(Cl)cc2)cc1	2.7%	-11.7%	-5.0%	463.5%[activator]	-4.4%	318.7%[activator]	159.3%[activator][59 µM]	6.1%	344.0%[activator]
Cc1cc(Cl)ccc1OC(C)C(=O)OCC(=O)Nc1ccc2[nH]c(=O)[nH]c2c1 (stereo not given)	-4.4%	17.4%	/	-20.6%	-5.5%	28.0%	-33.3%[12.7 µM]	-3.9%	-19.8%
COC(=O)CC1SCCNC1=O (stereo not given)	7.3%	36.6%[activator]	-12.9%	4.7%	6.0%	23.8%	-0.9%[12.7 µM]	4.0%	-5.1%
